ALOX12 inh: ALOX12 (human) lipoxygenase inhibition. purified 12hLO, xylenol orange hydroperoxide absorbance. Potency, µM (doses to about 108 µM), without a hit: at the top dose activity change, negative = inhibition, hits mostly inhibitors. 580,000 compounds, 1.1% hits; further: on the % scale 0 is the no-effect control and ±100 the full control effect
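Purified human 12hLO (150 nM final) in 25 mM Hepes, 0.01% Triton X-100, pH 7.0 was preincubated 15 min at room temperature with compound. Then 40 uM arachidonic acid was added, 30 min. Hydroperoxide was read by Fe-XO absorbance ratio 573/405 nm.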
Pin1 inh: human Pin1 inhibition | Q13526 | Pin1 FP peptide displacement, HiFluor488, 10 min | Potency, µM (top dose mostly 115 µM), for the others: at the highest dose activity, negative = inhibition, actives largely listed as inhibitors | 390,000 compounds, 0.009% hits | AID 504891; active means well fitted inhibition curve with a large enough effect in the polarisation, with a control signal flat, not every such curve was filed as active; inconclusive means small, poorly fitted or top-dose-only effect, or effect the other way, or a change in a side signal; inactive means no such curve, though single readings can be large or run the other way; the % refers to the polarisation; further: on the % scale 0 is the no-effect control and ±100 the full control effect
Target sequence (Q13526 whole entry, looked up): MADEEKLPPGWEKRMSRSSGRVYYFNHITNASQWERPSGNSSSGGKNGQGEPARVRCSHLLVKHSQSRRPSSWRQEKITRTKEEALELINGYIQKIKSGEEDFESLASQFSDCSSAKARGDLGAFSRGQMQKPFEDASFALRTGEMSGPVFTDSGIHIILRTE
GLS inh: inhibitors of human glutaminase (GLS); O94925; GLS enzymatic activity, qHTS titration; Potency, µM (titrated, usually from 45.5 µM), for inactives: at the highest dose activity change, negative = inhibition, hits mostly inhibitors; 410,000 compounds, 0.21% hits; AID 624170; further: on the % scale 0 is the no-effect control and ±100 the full control effect
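Enzyme dispensed in phosphate buffer (45 mM, pH 8.2, 0.02% Tween-20), compounds pinned in, then 1 mM L-glutamine solution and the glutamate oxidase–HRP–Amplex Red mix added; fluorescence read immediately and again after 30 min at room temperature.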
ERG-DNA inh: blocks human ERG Ets domain binding to DNA | fluorescence polarization, His-ERG Ets domain / labelled DNA | Potency, µM (titrated, usually from 76.9 µM), inactives show top-dose FP activity, negative = inhibition, usual class: inhibitors | 370,000 compounds, 0.028% hits | AID 624246; active means well fitted inhibition curve with a large enough effect in the polarisation, with a control signal flat; inconclusive means small, poorly fitted or top-dose-only effect, or effect the other way, or a change in a side signal; inactive means no such curve, though single readings can be large or run the other way; the % refers to the polarisation;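 further: polarization taken with two DNA probes labelled with fluorescein and Texas red; % of control where 0% means no effect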
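His-tagged ERG Ets domain (1 uM in the protein solution; 300mM KCl, 50mM Tris-HCl, 1mM EDTA, 1mM DTT, pH 7.5) received compound, then a probe mix of 5 nM fluorescein-DNA and 100nM Texas-615-DNA. Fluorescence polarization was read for both dyes.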
JMJD2A Tudor inh: inhibitors of human JMJD2A Tudor domain | O75164 | AlphaScreen JMJD2A-Tudor / H3K4me3 peptide binding | Potency, µM (top dose mostly 114 µM), for the others: at the highest dose activity change, negative = inhibition, usual class: inhibitors | 390,000 compounds, 4.4% hits | AID 504339; further: on the % scale 0 is the no-effect control and ±100 the full control effect; nearly all actives have a fitted effect of over 50% in size
TrxR1 inh: inhibitors of rat thioredoxin reductase 1. O89049. 390,000 compounds, 1% hits. Potency, µM (series often up to 114 µM), for the others: top-dose activity change, negative = inhibition, hits mostly inhibitors. recombinant rTrxR1, NADPH fluorescence consumption, selenite substrate. AID 588453; further: on the % scale 0 is the no-effect control and ±100 the full control effect; nearly all actives have a fitted effect of over 65% in size
Target sequence (O89049 whole entry, looked up): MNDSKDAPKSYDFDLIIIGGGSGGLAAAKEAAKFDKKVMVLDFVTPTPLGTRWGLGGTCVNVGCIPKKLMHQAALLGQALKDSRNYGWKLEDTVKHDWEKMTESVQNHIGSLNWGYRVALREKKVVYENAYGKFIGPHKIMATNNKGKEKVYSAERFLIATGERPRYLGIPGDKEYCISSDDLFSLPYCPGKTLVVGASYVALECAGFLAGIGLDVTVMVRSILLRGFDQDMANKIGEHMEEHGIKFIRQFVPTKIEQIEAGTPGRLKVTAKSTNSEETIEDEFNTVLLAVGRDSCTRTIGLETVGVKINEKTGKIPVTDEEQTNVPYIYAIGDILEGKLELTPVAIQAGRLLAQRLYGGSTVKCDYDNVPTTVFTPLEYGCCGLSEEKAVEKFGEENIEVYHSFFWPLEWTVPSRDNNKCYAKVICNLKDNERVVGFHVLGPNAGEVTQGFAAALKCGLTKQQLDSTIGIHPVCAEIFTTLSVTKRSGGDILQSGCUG
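Rat TrxR1 (90 nM in the dispensed reagent) was pre-reduced with 400 uM NADPH for 5 min at room temperature, then incubated with compound for 15 min. After 400 uM selenite was added, NADPH fluorescence (Ex 340/Em 450 nm) was followed for 8 min.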
PGK inhibitor: T. brucei PGK inhibition. P07378. PGK/GAPDH coupled, Kinase-Glo luminescence, 60 min. Potency, µM (highest dose often 57.5 µM), for the others: top-dose activity change, negative = inhibition, most hits filed as inhibitors. 380,000 compounds, 0.043% hits. AID 602233; further: on the % scale 0 is the no-effect control and ±100 the full control effect; nearly all actives have a fitted effect of over 60% in size
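Luminescent ATP detection (Kinase-Glo Plus) follows a 60-minute room-temperature incubation, with wells lacking PGK as controls. Buffer: 100 mM TEA (pH 7.6), 5 mM MgCl2, 0.01% Tween-20. Coupling enzyme GAPDH (100 nM final) supplies unstable 1,3-BPG in-well.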
HP1b binding inh: blocks HP1-beta chromodomain binding to methylated histone tails | Potency, µM (top dose mostly 114 µM), for the others: at the top dose activity change, negative = inhibition, hits mostly inhibitors | AID 540317 | P83916 | 390,000 compounds, 0.56% hits | AlphaScreen HP1-beta / biotin-H3K9me3 peptide binding; further: nearly all actives have a fitted effect of over 70% in size; inactives centre near 23
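AlphaScreen: HP1-beta (50 nM) preformed 30 min with biotin-H3(1-18)K9me3 peptide (50 nM) in PBS pH 7.4, 0.01% Tween-20. Compound added for 30 min at RT, then streptavidin donor/nickel chelate acceptor beads (10 ug/mL) for 30 min.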
RGS4 inh: blocks human RGS4-accelerated GTP hydrolysis. P49798. Potency, µM (top dose mostly 114 µM), without a hit: at the highest dose activity change, negative = inhibition, usual class: inhibitors. AID 504845. Transcreener GDP fluorescence polarization, RGS4-accelerated GTP hydrolysis. 390,000 compounds, 0.039% hits; further: on the % scale 0 is the no-effect control and ±100 the full control effect; nearly all actives have a fitted effect of over 75% in size; some results filed as inactive show a strong effect at the top dose
Target sequence (P49798 whole entry, looked up): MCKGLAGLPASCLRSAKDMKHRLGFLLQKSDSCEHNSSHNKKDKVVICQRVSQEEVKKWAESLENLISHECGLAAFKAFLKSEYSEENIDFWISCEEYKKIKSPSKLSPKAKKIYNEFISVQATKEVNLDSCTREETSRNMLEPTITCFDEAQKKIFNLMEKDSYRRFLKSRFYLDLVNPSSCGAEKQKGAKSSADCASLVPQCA
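MLSMR compounds (23 nl, pin-transferred) preincubated 10 min at room temperature with a 500nM (2x) first reagent, then RGS4 at 900nM (2x) plus Transcreener GDP mix added; fluorescence polarization (620/688 nm) read before and after 90 min at 30 °C.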
Starred values were filed as active, the others as inactive; i = inactive; u = inconclusive; x = no result given; & = joins results of further samples; [ ] = another dose, or the depositor's remark. Unless noted, the call rests on the fitted dose curve; in most records, active means well fitted curve in the direction sought with a large enough effect; inconclusive means small, poorly fitted or top-dose-only effect, or another doubt; inactive means no such curve, though single readings can be large; an effect the other way counts as inactive or inconclusive. Potency means the concentration at half of the fitted maximal effect. Some of the compounds tested. The share of hits here may be higher or lower than overall.

Start of the data: the first eight compounds (preview)
SMILES	ALOX12 inh	Pin1 inh	GLS inh	ERG-DNA inh	JMJD2A Tudor inh	TrxR1 inh	PGK inhibitor	HP1b binding inh	RGS4 inh
CC(C)Nc1nc(NC(C)(C)C)nc(Oc2ccc(=O)n(-c3ccccc3)n2)n1	61%	5%	2%	-17%	-9%	-4%	-10%	19%	-6%
CC(C)(C)c1ccc(C(=O)Nc2ccc(F)cc2)s1	40%[activator]	-1%	-1%	0%	-1%	15%	4%	35%	5%
CCn1c(=O)c2cc(C(=O)Nc3cccc(C(C)=O)c3)sc2c2ccccc21	12%	0%	-5%	5%	-14%	36%[activator]	i	-4%	31%
CC(OC(=O)C1CCC(=O)N1)C(=O)Nc1cc(Cl)cc(Cl)c1 (centres undefined)	-17%	2%	11%	-1%	-19%	3%	i	u	-10%
Cc1ccc(/C=C/C(=O)Nc2cccc3ncccc23)o1	-24%	-2%	0%	x	u	10µM*	-6%	-14%	u
COc1ccccc1CCC(=O)Nc1ccc2c(c1)CN(CCCn1cccn1)CC2	6%	3%	-3%	0%	-23%	10%	1%	16%	13%
CC(NS(=O)(=O)c1ccccc1)C(=O)Nc1ccc2c(c1)OCCO2 (centres undefined)	7%	-3%	4%	3%	-1%	9%	6%	45%[activator]	-30%
COc1cccc(NC(=O)c2sc(Cl)nc2C)c1	9%	-4%	-4%	68%[activator]	4%	20%	-4%	94%[activator]	0%

The whole of this part, from the first entry:
SMILES	ALOX12 inh	Pin1 inh	GLS inh	ERG-DNA inh	JMJD2A Tudor inh	TrxR1 inh	PGK inhibitor	HP1b binding inh	RGS4 inh
CC(C)Nc1nc(NC(C)(C)C)nc(Oc2ccc(=O)n(-c3ccccc3)n2)n1	61%	5%	2%	-17%	-9%	-4%	-10%	19%	-6%
CC(C)(C)c1ccc(C(=O)Nc2ccc(F)cc2)s1	40%[activator]	-1%	-1%	0%	-1%	15%	4%	35%	5%
CCn1c(=O)c2cc(C(=O)Nc3cccc(C(C)=O)c3)sc2c2ccccc21	12%	0%	-5%	5%	-14%	36%[activator]	i	-4%	31%
CC(OC(=O)C1CCC(=O)N1)C(=O)Nc1cc(Cl)cc(Cl)c1 (centres undefined)	-17%	2%	11%	-1%	-19%	3%	i	u	-10%
Cc1ccc(/C=C/C(=O)Nc2cccc3ncccc23)o1	-24%	-2%	0%	x	u	10µM*	-6%	-14%	u
COc1ccccc1CCC(=O)Nc1ccc2c(c1)CN(CCCn1cccn1)CC2	6%	3%	-3%	0%	-23%	10%	1%	16%	13%
CC(NS(=O)(=O)c1ccccc1)C(=O)Nc1ccc2c(c1)OCCO2 (centres undefined)	7%	-3%	4%	3%	-1%	9%	6%	45%[activator]	-30%
COc1cccc(NC(=O)c2sc(Cl)nc2C)c1	9%	-4%	-4%	68%[activator]	4%	20%	-4%	94%[activator]	0%
CCc1nnc(NC(=O)[C@@H](NS(=O)(=O)c2ccc3c(c2)OCCO3)C(C)C)s1	2%	1%	-22%	-1%	-16%	21%	i	-24%	0%
CCC(C)(C)n1nnnc1C(c1ccc2ncccc2c1)N1CCCCCC1 (centres undefined)	31%[activator]	4%	-1%	-3%	7%	-13%	-4%	43%[activator]	0%
COc1ccc(-c2noc(CCC(=O)N3CCN(c4ccccc4C(F)(F)F)CC3)n2)cc1	-18%	u	2%	-5%	-11%	21%	-5%	16%	4%
CC(C)Nc1nnc(SC(C)C(=O)Nc2ccc(N3CCOCC3)cc2)s1 (centres undefined)	20%	4%	24%	-4%	-4%	18%	-10%	39%[activator]	-6%
CC1CCc2c(sc3nc(CSc4ncn[nH]4)[nH]c(=O)c23)C1 (centres undefined)	-22%	15%	7%	2%	-13%	4%	-2%	31%	-5%
O=[N+]([O-])c1cccc(-c2ccc(/C=N/NC(=S)Nc3ccccc3)o2)c1	-2%	5%	9%	-1%	-27%	-4%	-3%	-8%	-32%
Cc1ccc(-c2nnc3ccc(SC(C)C(=O)O)nn23)cc1 (centres undefined)	32µM*	9%	-23%	-2%	40µM*	-11%&1%	i	u	-44%
CC(C)C[C@@H](CN1CCC[C@@H]1CN1C(=O)C(=O)NC[C@@H]1Cc1ccccc1)N1C[C@H](Cc2ccccc2)N(CC2CCCCCC2)C(=O)C1=O	-15%	0%	4%	-1%	-30%	15%	i	2%	-6%
Cc1cc(NC(=O)CSc2nc3c(C)cccc3cc2C#N)no1	-21%	u	7%	-7%	u	11%[57.1 µM]	-2%	12%	-25%
CCCSc1nc(N)cc(=O)[nH]1	7%	-1%	2%	x	-4%	18%	x	51%[activator]	13%
CCOc1ccc2nc(N(CCCN(C)C)C(=O)c3ccc(S(=O)(=O)N4CCCC4)cc3)sc2c1	u	2%	1%	-1%	-8%	10%	3%	8%	13%
CCOC(=O)c1c(C)[nH]c(C(=O)COC(=O)CNC(=O)c2ccc(Br)cc2)c1C	0%	5%	-4%	8%	4%	9%	-10%	37%[activator]	-4%
COC(=O)c1cnc(N2CCCN(S(=O)(=O)c3ccccc3)CC2)nc1C(F)(F)F	0%	u	0%	-1%	4%	36%	-1%	64%[activator]	-19%
Cc1ccc(C)c(Cn2c(CCCNC(=O)C3CCCCC3)nc3ccccc32)c1	-18%	2%	1%	5%	-1%	2%	-3%	32%	-6%
CCNC(=O)NS(=O)(=O)c1cnccc1Nc1cccc(Cl)c1	-9%	-14%	12%	8%	-2%	-6%	2%	29%	-11%
Cc1ccc(CN(CC(=O)NC2CCCCC2)C(=O)c2csnn2)cc1	u	5%	5%	-7%	-9%	6%	5%	1%	5%
CCN1C(=O)/C(=C2\SC(=S)N(NC(=O)c3cccnc3)C2=O)c2ccccc21	42%[activator]	7%	61%[activator]	14%	u	-15%	5%	-14%	-33%
CCOc1ccc(S(=O)(=O)Nc2cc(Cl)ccc2OC)c2cccnc12	-3%	-6%	2%	-3%	-34%	1%	-18%	15%	5%
Cc1cc(NC(=O)CCC(=O)N(Cc2ccccc2)C(C(=O)NC2CCCC2)c2ccco2)no1 (centres undefined)	1%	6%	13%	4%	-17%	7%	i	-13%	5%
O=C(C1CC(=O)N(c2ccc3c(c2)OCCO3)C1)N1CCCC(C(F)(F)F)C1 (centres undefined)	20%	4%	0%	-5%	-5%	-8%	-7%	26%	-7%
Cc1cccc(N2CCN(C(=O)c3ccc(Cl)c(S(=O)(=O)NCc4ccco4)c3)CC2)c1C	-4%	8%	8%	-5%	u	18%[57.1 µM]	-3%	-9%	12%
CCC(NC(=O)Nc1nccs1)(C(F)(F)F)C(F)(F)F	15%	4%	11%	-3%	-5%	0%	-6%	14%	2%
CN(/N=C/c1cc(Cl)ccc1O)C1=NS(=O)(=O)c2ccccc21	-24%	5%	6%	2%	-14%	14%	-4%	20%	4%
O=S(=O)(c1ccc(Br)cc1)N1CCCC1c1nc2ccccc2s1 (centres undefined)	-15%	12%	0%	1%	-3%	17%[57.1 µM]	-11%	56%[activator]	-37%
O=C(NCCC1=CCCCC1)C1CCN(C(=O)Cc2ccccc2)CC1	-5%	-2%	-4%	6%	-9%	16%[57.1 µM]	-1%	47%[activator]	17%
CCOc1ccc(NC(=O)CCCCCN2C(=O)[C@@H]3Cc4ccccc4CN3C2=O)cc1	-2%	-1%	-9%	0%	-19%	23%	-4%	32%[activator]	2%
Cc1cccc(N2CCN(c3nnnn3-c3ccccc3)CC2C)c1 (centres undefined)	u	0%	7%	2%	-19%	13%	-7%	28%	-42%
CN(CC(=O)Nc1ccccc1Br)C(=O)c1cccc(S(=O)(=O)NCc2ccccc2)c1	2%	-9%	8%	16%	-19%	6%	i	10%	2%
O=[N+]([O-])c1cccc(-c2ccc(CN3CCN(c4ccccc4)CC3)o2)c1	7.1µM*	0%	-7%	-6%	35µM*	14%[57.1 µM]	-10%	u	-9%
CCOC(=O)N1CCN(Cc2cn[nH]c2-c2ccc(-c3ccccc3)cc2)CC1	2%	-2%	-1%	1%	-20%	32%	-4%	23%	-6%
C#CCOCCOCCOCCNc1nc(N2CCN(C(=O)CCCCCCCCCCNC(=O)[C@@H]([C@H](C)O)n3cc(C)nn3)CC2)nc(N2CCN(C(=O)CCCCCCCCCCNC(=O)[C@@H]([C@H](C)O)n3cc(C)nn3)CC2)n1	u	8%	-2%	-8%	u	18%[57.1 µM]	-7%	47%[activator]	-6%
Cc1c(F)cccc1NS(=O)(=O)c1ccc2c(c1)c(C)cc(=O)n2C	7%	6%	1%	12%	-7%	-4%[57.1 µM]	3%	41%	2%
O=C(Nc1cccc(S(=O)(=O)c2cccc(NC(=O)c3ccco3)c2)c1)c1ccco1	-23%	-3%	-20%	9%	-3%	7%	1%	12%	-17%
Cc1cccc(C(=O)NCc2nnc(SCC(=O)N3CCN(c4ccccc4)CC3)n2C)c1	-4%	13%	0%	x	-6%	-6%	-2%	2%	9%
C=CCn1c(SCC(N)=O)nnc1-c1cnccn1	0%	-8%	-2%	8%	3%	3%	i	52%[activator]	1%
